Screening data (PubChem BioAssay)
ARFGAP1 inhibitor = inhibitors of rat ARFGAP1 GAP activity, primary screen, biochemical, fluorescence polarization, GDP tracer; inhibition, % at 16.5 µM; 360,000 compounds, 0.26% hits; ADP-ribosylation factor GTPase-activating protein 1 (Rattus norvegicus), Q62848; Arfgap1-stimulated ARF1 GTP hydrolysis, GDP FP detection; AID 651572, 2012;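 active = inhibition above a per-plate limit, mean inhibition of low control wells plus 3 SD, cut at about 25% in these data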;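 also: 0% = DMSO wells with enzyme and 100% = wells lacking Arfgap1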
Target sequence (Q62848 1-136 limits assumed): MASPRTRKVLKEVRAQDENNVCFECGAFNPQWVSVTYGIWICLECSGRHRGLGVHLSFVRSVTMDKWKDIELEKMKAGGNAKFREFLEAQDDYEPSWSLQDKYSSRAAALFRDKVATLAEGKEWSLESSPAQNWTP
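Assay system: Rat Arfgap1 GAP domain (His6, aa 1-136), purified enzyme | Buffer or medium: HEPES 25 mM pH 7.5, NaCl 150 mM, MgCl2, DTT | Schedule: GTP hydrolysis reaction 2 h at 25 °C | Signal: FP of antibody-bound GDP Alexa 633 tracer, ex 620/em 688 nm | Measure: Percent inhibition of Arfgap1-stimulated GTP hydrolysis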
TDP2 inh = human TDP2 enzyme inhibitors, primary screen, biochemical, epi absorbance, recombinant enzyme | Tyrosyl-DNA phosphodiesterase 2 (Homo sapiens), O95551 | inhibition, % at 12.8 µM | AID 720702, 2013 | T5PNP hydrolysis, p-nitrophenol absorbance 415 nm | 370,000 compounds, 0.34% hits;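 active = inhibition above the mean of all tested compounds plus 3 SD, set per campaign, cut at about 25% in these data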;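 also: 0% = DMSO with enzyme and 100% = buffer with substrate but no TDP2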
Target sequence (O95551 whole entry, looked up): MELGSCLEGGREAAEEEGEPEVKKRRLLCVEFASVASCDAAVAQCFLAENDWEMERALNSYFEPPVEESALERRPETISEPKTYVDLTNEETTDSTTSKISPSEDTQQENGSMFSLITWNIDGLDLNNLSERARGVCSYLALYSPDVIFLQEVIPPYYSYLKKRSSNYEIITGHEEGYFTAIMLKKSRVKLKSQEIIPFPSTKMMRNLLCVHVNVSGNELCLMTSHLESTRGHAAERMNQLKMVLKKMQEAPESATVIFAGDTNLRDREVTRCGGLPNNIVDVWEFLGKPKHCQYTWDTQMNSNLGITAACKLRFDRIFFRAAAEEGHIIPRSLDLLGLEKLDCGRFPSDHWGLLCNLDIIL
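Material: recombinant human TDP2; quantity: TDP2 enzyme at 120 nM final; medium: Tris-HCl pH 7.5 with MgCl2; compound: single concentration, 12.8 µM nominal, with 1% DMSO; incubation: 2 h enzyme incubation at 37 °C; signal: epi absorbance; measure: percent inhibition; benchmarks: high control without enzyme, low control DMSO plus TDP2; repeats: singlicate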
ADAM10 inh = human ADAM10 inhibitors, primary screen, biochemical, QFRET, HTS; inhibition, % at 7 µM; 370,000 compounds, 0.62% hits; AID 720582, 2013; recombinant ADAM10, EDANS/DABCYL FRET peptide cleavage, 3 h;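 active = inhibition above a per-campaign cutoff equal to the mean of compounds falling between control-based bounds plus 3 SD, cut at about 20% in these data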;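 also: 0% = DMSO wells while the 100% control is not disclosed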
DDE Tn6 FP inh = inhibitors of Tn6 peptide binding to fibrin DD(E), primary screen, biochemical, fluorescence polarization, human fibrin, Tn6 probe; inhibition, % at 8.3 µM; Fibrin DD(E) TRITC-Tn6 fluorescence polarization displacement; 370,000 compounds, 0.21% hits;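 active = inhibition above a per-campaign cutoff: mean of compounds within control limits plus 3 SD, cut at about 15% in these data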;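 also: 0% = median of all compound wells on the plate and 100% = blocking peptide control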
proKLK7 act = proKLK7 zymogen activators, primary screen, biochemical, fluorescence intensity; Kallikrein-7 (Homo sapiens), P49862; purified proKLK7, EDANS-DABCYL substrate fluorescence; 100% is mature enzyme control, 0% vehicle; activation, % at 7 µM; 370,000 compounds, 0.9% hits;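 active = activation above the mean of all tested compounds plus 3 SD, computed per campaign excluding outliers beyond control limits, cut at about 13% in these data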
Target sequence (P49862 whole entry, looked up): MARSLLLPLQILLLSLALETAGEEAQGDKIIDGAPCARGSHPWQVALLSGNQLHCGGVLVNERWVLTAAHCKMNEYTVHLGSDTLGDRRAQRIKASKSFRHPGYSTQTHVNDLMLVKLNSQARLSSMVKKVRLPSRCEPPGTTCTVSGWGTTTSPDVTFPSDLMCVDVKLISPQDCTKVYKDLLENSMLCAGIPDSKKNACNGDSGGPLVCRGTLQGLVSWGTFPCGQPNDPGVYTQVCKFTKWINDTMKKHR
ADAM17 inh = ADAM17 inhibitors, primary screen, biochemical, QFRET. 370,000 compounds, 0.83% hits. AID 720648, 2013. inhibition, % at 6.95 µM. Disintegrin and metalloproteinase domain-containing protein 17 (Homo sapiens), P78536. recombinant ADAM17, EDANS/DABCYL FRET peptide cleavage;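 active = inhibition above the mean of compounds lying between control limits plus 3 SD, set per campaign, cut at about 8.5% in these data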;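 also: 0% = DMSO-only wells as the low control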
DDE Tn7 FP inh = inhibitors of Tn7 peptide binding to fibrin DD(E), primary screen, biochemical, fluorescence polarization, human fibrin, Tn7 probe. FP displacement of FITC-Tn7 peptide from fibrin DD(E); 0% = median of compound wells per plate. inhibition, % at 8.3 µM. AID 720508, 2013. 370,000 compounds, 0.13% hits. Fibrinogen beta chain (Homo sapiens), P02675;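 active = inhibition above the mean of compounds falling within the control limits plus 3 SD of them, cut at about 14% in these data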;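 also: 0% = plate median of compound wells and 100% = 10 µM Aha-Tn7 peptide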
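Test system: human clot-derived fibrin DD(E) complex / Quantity: 2 µM final DD(E) protein / Incubation: 10 min plus 3 h, room temperature / Measured by: fluorescence polarization / Benchmarks: high control of 10 µM Aha-Tn7 peptide / Replicates: singlicate testing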
ASAP1 GAP inh = inhibitors of human ASAP1 ArfGAP activity, primary screen, biochemical, fluorescence polarization | Arf-GAP with SH3 domain, ANK repeat and PH domain-containing protein 1 (Homo sapiens), … | ASAP1-stimulated ARF1 GTP hydrolysis, GDP FP detection | inhibition, % at 16.5 µM | 360,000 compounds, 0.19% hits | AID 624377, 2012; in the data active = inhibition above about 25%;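 also: 0% = vehicle with enzyme and substrate and 100% = no enzyme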
LEDGF integ inh = blockers of LEDGF/p75-dependent integrase strand transfer – biochemical, TR-FRET, high throughput, primary screen; inhibition, % at 3.7 µM; AID 743269, 2014; 370,000 compounds, 0.64% hits; TR-FRET IN-LEDGF/p75 DNA integration, Eu/Cy5; HIV-1 integrase (with human LEDGF/p75);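 active = inhibition above the screen-wide mean plus 3 SD, cut at about 13% in these data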;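 also: signal is the Cy5 over europium emission ratio at 671 and 618 nm; 0% = plate median of compound wells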
PLC-gamma1 inh = PLC-gamma1 enzyme inhibitors, primary screen, biochemical, fluorescence, purified enzyme; fluorogenic substrate; inhibition, % at 12.2 µM; 1-phosphatidylinositol 4,5-bisphosphate phosphodiesterase gamma-1 (Homo sapiens), P19174; 370,000 compounds, 0.84% hits; AID 720700, 2013; in the data active = inhibition above about 9.5%
Numbers without * were called inactive.

entry	ARFGAP1 inhibitor	TDP2 inh	ADAM10 inh	DDE Tn6 FP inh	proKLK7 act	ADAM17 inh	DDE Tn7 FP inh	ASAP1 GAP inh	LEDGF integ inh	PLC-gamma1 inh	molecule
1	-6	0	3	7	0.3	-1	3	-9	-3	-1	COC(=O)C1=C(C)N(C)C(=O)NC1c1ccsc1 (stereo not drawn)
2	10	7	-8	2	0.0	-2	-3	-4	3	0	CCN(Cc1ccccc1)C(=O)C1CCN(CC2CC=CCC2)CC1 (stereo not drawn)
3	8	1	-120	-1	-1.0	-33	8	-8	-6	-169	COC(=O)c1[nH]c2cccc(OC)c2c1NC(=O)CCN1CCN(c2cccc(Cl)c2)CC1
4	6	-7	-20	-7	-0.9	-5	-1	6	5	1	Cn1cccc1C(=O)OCC(=O)NCCc1ccc(S(N)(=O)=O)cc1
5	-6	9	-14	6	0.3	-3	2	-18	1	-2	CC/C(C)=C1\SC(N2CCN(C(C)=O)CC2)=NC1=O
6	6	-9	6	4	-0.3	3	0	-10	6	4	Cc1ccsc1/C=N/NC(=O)Cn1nc(C)c([N+](=O)[O-])c1C
7	2	-2	-3	-2	-0.2	0	-5	-6	6	3	O=C(NCc1ccc2c(c1)OCO2)C(=O)NCC(c1ccco1)N1CCN(c2ccccc2)CC1 (stereo not drawn)
8	2	-1	-9	0	-0.4	-6	2	3	-3	-2	CCOC(=O)c1c(NC(=O)C2CCCO2)sc(C)c1C (stereo not drawn)
9	-4	7	3	-4	-0.2	-7	1	-2	0	2	O=c1cc(O)nc(SCc2ccccc2Cl)[nH]1
10	1	4	-5	5	0.1	-1	2	0	-2	-1	CCOC(=O)C1=C(C)N=c2s/c(=C\C(=O)OC)c(=O)n2C1c1ccc(OC)cc1 (stereo not drawn)
11	14	-8	2	4	0.1	1	-6	-1	4	-1	COc1ccc(C(=O)Nc2cc(OC)c(Cl)cc2OC)cc1
12	8	2	8	-4	0.3	6	-1	-11	3	5	COc1cc(C)ccc1OCc1cc(C(=O)NC(c2ccccn2)C(F)(F)F)no1 (stereo not drawn)
13	0	6	-5	0	0.2	-5	-8	-6	2	-1	CCn1c(SCC(=O)Nc2ccc(F)cc2)nnc1-c1cnccn1
14	-5	3	0	13	0.4	-2	11	-7	-3	4	CCN1CCN(C(c2cccs2)C(C)NS(=O)(=O)c2ccc(Br)cc2)CC1 (stereo not drawn)
15	0	4	3	-4	0.8	2	-5	13	-1	2	C[C@H](CO)NC(=O)[C@H](C)[C@@H]1C[C@@]1(C)[C@@H](NC(=O)OCc1ccccc1)c1ccccc1
16	16	-10	8	-5	0.1	6	-8	-8	2	-2	CN(CC(=O)Nc1ccc(Cl)c(Cl)c1)CC(=O)N1CCc2ccccc21
17	10	1	-1	-12	0.7	5	4	6	-2	1	COc1ccc(N(CC(=O)NCCSCc2ccccc2C)S(=O)(=O)c2ccccc2)cc1
18	5	15	3	-2	-0.4	-2	-3	1	3	0	CC(NC(=O)C(=O)N1CCCCC1)C(c1cccs1)N1CCN(c2ccccc2F)CC1 (stereo not drawn)
19	-7	6	7	3	-0.3	-1	4	-2	1	4	COc1cccc(N2CCN(C(=O)c3ccc(CS(=O)c4ccccc4Cl)o3)CC2)c1 (stereo not drawn)
20	-4	-17	-3	4	-1.2	-2	7	8	-1	-2	COc1ccc2nc(C)cc(SCC(=O)N/N=C/c3cccc4ccccc34)c2c1
21	-3	-13	-4	0	-0.9	-6	3	-2	-4	-43	C=CCSc1nnc(N2C(=O)C(O)=C(C(=O)c3ccco3)C2c2ccc(F)cc2)s1 (stereo not drawn)
22	5	-14	15	11	0.4	7	4	6	1	9	Cc1nn(-c2ccc(F)cc2)c(C)c1NS(=O)(=O)c1ccc(Cl)cc1
23	1	-9	-6	-1	0.5	2	6	-7	-1	0	CCOc1ccc(OCC)c(NC(=O)c2[nH]c(C)c(C(C)=O)c2C)c1
24	-4	-8	0	2	0.3	-1	-1	2	-2	2	CCOC(=O)C(Cc1ccccc1)C(=O)Nc1nccs1 (stereo not drawn)
25	-9	8	-6	-3	-0.2	-6	-4	1	-1	-1	O=C(CSc1nncs1)NC(=O)NCc1ccco1
26	-6	-13	-32	2	0.7	-2	4	5	1	0	CCCc1cc(=O)oc2cc(OCC(=O)NCC(O)c3ccccc3)ccc12 (stereo not drawn)
27	9	-9	0	-2	-4.5	-1	-7	14	-1	-33	C#Cc1ccc([C@H]2C=C(C(=O)NCc3nc4ccccc4[nH]3)O[C@@H](OCc3ccc(CO)cc3)C2)cc1
28	5	-8	8	-1	0.0	2	-8	3	0	4	O=C(CCCc1nc2ccccc2s1)NC(c1ccccc1)c1ccccc1
29	2	2	-1	-7	-4.2	2	4	-7	-1	0	Nc1c(-c2ccccc2)c(CSc2nc3ccccc3[nH]2)nn1-c1cccc(Cl)c1
30	1	-9	7	-8	-0.1	-3	5	5	0	7	CCN1CCN(C(=O)CN(c2ccc(C)cc2)S(C)(=O)=O)CC1
31	15	-9	-13	4	-0.6	-3	-10	-1	2	-1	O=C(CC1C(=O)NCCN1Cc1ccoc1)NCCCn1ncc2ccccc21 (stereo not drawn)
32	6	-2	4	8	0.7	0	-4	1	5	4	Cc1cccc(C)c1NC(=O)C(=O)NCCc1c[nH]c2ccccc12
33	-1	10	0	-1	-0.1	-1	-5	-2	2	1	O=C(Nc1nc(N2C(=O)c3ccccc3C2=O)n(-c2ccccc2)n1)c1ccccc1
34	-3	15	3	11	-0.1	-3	0	-6	-1	-2	CCN(CC)CCNC(=O)c1ccc(NC(=O)Cc2cccc3ccccc23)cc1
35	3	-9	-6	0	0.2	-3	2	8	-4	2	Cc1cccc(C(=O)OCC(=O)NC(C)CCc2ccccc2)c1 (stereo not drawn)
36	17	-13	4	2	-0.3	0	-1	13	2	9	CCc1ccc(C(=O)N2CCN(c3ccc(NC(=O)c4cccnc4)cc3)CC2)cc1
37	5	0	-26	4	0.9	-10	-5	-1	-1	-15	O=C(O)c1cccc2c1C(=O)c1cccc3snc-2c13
38	5	10	-6	3	0.2	-4	3	7	1	0	O=C1Nc2ccc(Br)cc2C1=Nc1cccnc1
39	-1	-5	-8	4	0.6	2	4	9	1	-3	CCCCCCC(=O)Oc1cccc(C2=CC(=O)CC(C)(C)C2=O)c1
40	24	-4	0	-1	-0.3	-6	7	13	-2	1	Cc1nc(N)ncc1Sc1ccc(Cl)cc1

Reformatted with one line to a screen: 5 of the compounds above
(1) COC(=O)C1=C(C)N(C)C(=O)NC1c1ccsc1 (stereo not drawn)
(2) CCN(Cc1ccccc1)C(=O)C1CCN(CC2CC=CCC2)CC1 (stereo not drawn)
(3) COC(=O)c1[nH]c2cccc(OC)c2c1NC(=O)CCN1CCN(c2cccc(Cl)c2)CC1
(4) Cn1cccc1C(=O)OCC(=O)NCCc1ccc(S(N)(=O)=O)cc1
(5) CC/C(C)=C1\SC(N2CCN(C(C)=O)CC2)=NC1=O

Screen / compound no.,1,2,3,4,5
ARFGAP1 inhibitor,-6,10,8,6,-6
TDP2 inh,0,7,1,-7,9
ADAM10 inh,3,-8,-120,-20,-14
DDE Tn6 FP inh,7,2,-1,-7,6
proKLK7 act,0.3,0.0,-1.0,-0.9,0.3
ADAM17 inh,-1,-2,-33,-5,-3
DDE Tn7 FP inh,3,-3,8,-1,2
ASAP1 GAP inh,-9,-4,-8,6,-18
LEDGF integ inh,-3,3,-6,5,1
PLC-gamma1 inh,-1,0,-169,1,-2

Arranged by SMILES length (ascending): 3 of the compounds above.
entry	ARFGAP1 inhibitor	TDP2 inh	ADAM10 inh	DDE Tn6 FP inh	proKLK7 act	ADAM17 inh	DDE Tn7 FP inh	ASAP1 GAP inh	LEDGF integ inh	PLC-gamma1 inh	molecule
36	17	-13	4	2	-0.3	0	-1	13	2	9	CCc1ccc(C(=O)N2CCN(c3ccc(NC(=O)c4cccnc4)cc3)CC2)cc1
19	-7	6	7	3	-0.3	-1	4	-2	1	4	COc1cccc(N2CCN(C(=O)c3ccc(CS(=O)c4ccccc4Cl)o3)CC2)c1 (stereo not drawn)
7	2	-2	-3	-2	-0.2	0	-5	-6	6	3	O=C(NCc1ccc2c(c1)OCO2)C(=O)NCC(c1ccco1)N1CCN(c2ccccc2)CC1 (stereo not drawn)
